Chronic BCR inh – blocks chronic active B-cell receptor signaling; 340,000 compounds, 0.05% hits; Potency, µM (highest dose often 46.1 µM), for the others: at the highest dose ratio change, negative = lower green/red ratio, hits mostly inhibitors; ABC-DLBCL IkBa-CBG/CBR reporter, luminescence ratio, 4 h; active = well fitted inhibition curve with a large enough effect in the signal ratio, with a control signal flat, not every such curve was filed as active; inconclusive = small, poorly fitted or top-dose-only effect, or effect the other way, or a change in a side signal; the % refers to the signal ratio;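 note: potency is the fitted concentration of half-maximal effect; plate controls were basal doxycycline-induced cells for no effect and cells given 10 µM MG132 for full effect; MG132 reads +100%, hits lower the ratio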
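Cell line TMD8 (human ABC DLBCL), stably expressing tet-inducible CBG68-IkBa fusion and CBR; IMDM/0.5% FBS; cpd up to 46 uM; dox induction, 4 h, 37C/5% CO2; dual luminescence; green/red ratio; MG132 control.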
TSHR antag – human thyrotropin receptor antagonism; P16473; activity change, negative = inhibition, % at 11.5 µM; TSHR-expressing cells, TSH-stimulated cAMP HTRF, 2 h; hits give low values; 330,000 compounds, 0.2% hits;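 active = activity change below a set negative limit, meaning inhibition stronger than a set level, cut at about -70% in these data; inconclusive = activity change between two set negative limits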; note: % is set by controls: 0 for no effect and ±100 for the full control effect
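Inhibition of cAMP made by TSHR-expressing cells under TSH stimulation (4nM final, EC80; 2 h, 37 deg C) is quantified with a one-step lysis HTRF kit, anti-cAMP cryptate versus cAMP-d2.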
ELG1 DNA repair – inhibitors of ELG1-dependent DNA repair in HEK293T cells; Potency, µM (titrated, usually from 46.1 µM), without a hit: at the highest dose activity change, negative = inhibition, most hits filed as inhibitors; HEK293T ELG1-luciferase reporter, luminescence, 16 h; DNA damage induced by 5-fluorouridine; 330,000 compounds, 2.3% hits; note: potency is the fitted concentration of half-maximal effect; % is set by controls: 0 for no effect and ±100 for the full control effect; nearly all actives have a fitted effect of over 55% in size
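5-Fluorouridine DNA damage + compound/DMSO, 2,000 cells/well, 16 h, 37 °C/5% CO2. ONE-Glo, 30 min RT, luminescence. Readout = decrease in reporter signal.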
B2AR arrestin – agonists driving beta-arrestin recruitment to human beta2-adrenergic receptor. 330,000 compounds, 0.02% hits. Potency, µM (titrated, usually from 46.1 µM), for inactives: top-dose activation, hits mostly activators. beta-arrestin recruitment to beta2AR, cell-based reporter;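 note: potency is the fitted concentration of half-maximal effect; 0% = DMSO controls and full agonism = EC100 isoproterenol or metaproterenol; nearly all actives have a fitted effect of over 65% in size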
Target sequence (P07550 whole entry, looked up): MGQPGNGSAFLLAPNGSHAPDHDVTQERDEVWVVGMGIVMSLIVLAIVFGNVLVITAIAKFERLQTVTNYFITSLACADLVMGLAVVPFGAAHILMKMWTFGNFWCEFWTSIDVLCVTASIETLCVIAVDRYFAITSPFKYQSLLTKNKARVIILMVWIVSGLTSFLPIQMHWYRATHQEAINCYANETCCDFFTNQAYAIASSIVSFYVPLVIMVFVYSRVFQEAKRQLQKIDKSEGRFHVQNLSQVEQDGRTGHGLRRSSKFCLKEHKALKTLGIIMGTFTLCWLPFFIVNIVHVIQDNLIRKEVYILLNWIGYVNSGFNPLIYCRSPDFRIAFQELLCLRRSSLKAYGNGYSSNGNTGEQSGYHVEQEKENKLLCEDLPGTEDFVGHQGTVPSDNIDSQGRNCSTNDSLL
Eya2 inh – inhibitors of human Eya2 phosphatase activity. 330,000 compounds, 0.006% hits. O00167. recombinant Eya2, OMFP fluorescence dephosphorylation (OMFP is methylfluorescein phosphate). Potency, µM (highest dose often 76.9 µM), for the others: at the top dose activity, negative = inhibition, most hits filed as inhibitors; note: potency is the fitted concentration of half-maximal effect; % is set by controls: 0 for no effect and ±100 for the full control effect
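Eya2 protein (added as 0.2 uM solution) was preincubated with compound for 10 min at ambient temperature in 50 mM HEPES pH 7.5, 50 mM NaCl, 5 uM MgCl2, 0.05% BSA, 1 mM DTT. OMFP (added at 50 uM) then reacted 10 min; fluorescence read at 485/525 nm.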
Mito fusion yeast – mitochondrial division inhibition or fusion activation; Potency, µM (series often up to 46.1 µM), without a hit: at the top dose growth rescue (activation), hits mostly activators; AID 485298; 320,000 compounds, 0.23% hits; S. cerevisiae fusion-defective mutant growth rescue, CellTiterGlo 48 h;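 note: potency is the fitted concentration of half-maximal effect; % of control where 0% means no effect; nearly all actives have a fitted effect of over 45% in size; temperature-sensitive fusion mutants such as fzo1-1 at 37 °C on non-fermentable ethanol glycerol medium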
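Compounds are tested for their ability to restore growth of mitochondrial fusion-defective yeast strains at non-permissive 37C in YPEG medium over 48 hours. Viability is quantified by luciferase luminescence.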
PTAP TSG101 blk – blocks PTAP/TSG101 interaction to inhibit HIV-1 budding; Q99816; Potency, µM (titrated, usually from 115 µM), for inactives: at the highest dose activity change, negative = inhibition, most hits filed as inhibitors; 340,000 tested, under 10 active; Fluorescence polarization, FITC-PTAP peptide / Tsg101 binding; active = well fitted inhibition curve with a large enough effect in the main read-out, with a control signal flat, not every such curve was filed as active; inconclusive = small, poorly fitted or top-dose-only effect, or effect the other way, or a change in a side signal; inactive = no such curve, though single readings can be large or run the other way; note: potency is the fitted concentration of half-maximal effect; % of control where 0% means no effect
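Fluorescence polarization binding of Tsg101 binding domain (10 uM final) to FITC-labeled PTAP peptide (50 nM final) in HEPES pH 7.5 buffer with NaCl, Tween 20, EDTA, TCEP. Compounds added before peptide; binding 20 min at RT.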
uPA generation – cell surface uPA generation inhibition. cell surface uPA generation assay, qHTS. Potency, µM (top dose mostly 38.3 µM), without a hit: at the top dose activity change, negative = inhibition, most hits filed as inhibitors. 330,000 compounds, 0.31% hits. AID 540303; active = well fitted inhibition curve with a large enough effect; inconclusive = small, poorly fitted or top-dose-only effect; inactive = no such curve, though single readings can be large or run the other way; tested in mouse RAW 264.7 cells; note: potency is the fitted concentration of half-maximal effect; % is set by controls: 0 for no effect and ±100 for the full control effect; nearly all actives have a fitted effect of over 55% in size
USP2a inh – inhibitors of human ubiquitin-specific protease USP2a | O75604 | USP2 core, Ub-CHOP2 coupled fluorogenic reporter, 485/531 | Potency, µM (series often up to 38.3 µM), for inactives: top-dose activity change, negative = inhibition, most hits filed as inhibitors | 330,000 compounds, 0.01% hits;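 note: potency is the fitted concentration of half-maximal effect; plate controls were DMSO wells for no effect and full inhibition by NEM control for full effect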
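Deubiquitinase activity read as fluorescence (485/531 nm) after Ub-CHOP2 cleavage activates the enterokinase reporter on its substrate; USP2 core 10nM, Ub-CHOP2 and substrate 25nM each, 30min compound preincubation then 60min RT; data normalized to NEM, curves fitted.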
TCR activator – T cell receptor activation; primary human leukocytes, anti-CD3, IL-2 HTRF, 48 h; Potency, µM (top dose mostly 9.22 µM), for the others: top-dose activation of IL-2 secretion, hits mostly activators; 330,000 tested, under 10 active; note: % of control where 0% means no effect
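IL-2 produced over 48 hr by a-CD3 bead-stimulated primary human leukocytes exposed to compounds was detected with a homogeneous time-resolved FRET immunoassay, 665nm acceptor signal after 320nm excitation.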
Tb PFK inh – blocks T. brucei phosphofructokinase | O15648 | T. brucei PFK, ADP-Glo luminescence | Potency, µM (top dose mostly 57.5 µM), for inactives: at the top dose activity, negative = inhibition, hits mostly inhibitors | 330,000 compounds, 0.17% hits;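 note: potency is the fitted concentration of half-maximal effect; 0% = uninhibited 1x PFK enzyme wells and -100% = no-enzyme wells; nearly all actives have a fitted effect of over 60% in size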
Target sequence (O15648 whole entry, looked up): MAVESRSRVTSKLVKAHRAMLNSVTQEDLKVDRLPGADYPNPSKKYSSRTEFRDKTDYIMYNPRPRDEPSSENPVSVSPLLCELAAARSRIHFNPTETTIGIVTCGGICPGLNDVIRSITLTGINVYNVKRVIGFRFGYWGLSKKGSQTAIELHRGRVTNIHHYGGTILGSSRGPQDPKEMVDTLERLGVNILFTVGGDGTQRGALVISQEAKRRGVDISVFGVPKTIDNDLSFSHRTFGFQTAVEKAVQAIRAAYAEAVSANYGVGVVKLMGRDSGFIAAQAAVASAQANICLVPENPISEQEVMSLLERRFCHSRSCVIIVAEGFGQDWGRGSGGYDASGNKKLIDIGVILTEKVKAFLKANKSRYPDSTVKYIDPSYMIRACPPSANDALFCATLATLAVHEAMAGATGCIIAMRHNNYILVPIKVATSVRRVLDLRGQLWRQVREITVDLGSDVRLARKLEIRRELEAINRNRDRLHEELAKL
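Compounds were pin-transferred as a titration series up to 57 uM into substrate buffer (0.5 mM F6P, 0.1 mM ATP, pH 8.0), then 1.25 nM PFK was added and reactions ran 45 min before ADP-Glo detection.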
* hit, by the source's call; ? = inconclusive; . = no result given; [ ] = another dose, or the depositor's remark. Unless noted, calls come from the whole dose curve; as a rule, active = well fitted curve in the direction sought with a large enough effect; inconclusive = small, poorly fitted or top-dose-only effect, or another doubt; inactive = no such curve, though single readings can be large; an effect the other way counts as inactive or inconclusive.

Molecule,Tb PFK inh,TCR activator,Eya2 inh,USP2a inh,uPA generation,B2AR arrestin,PTAP TSG101 blk,TSHR antag,ELG1 DNA repair,Chronic BCR inh,Mito fusion yeast
COCCn1c(SCc2cc(=O)n3ccsc3n2)nnc1-c1ccncc1,-8%,2%,2%,0%,4%,-0.1%,-3%,3,4%,-6%,-15%
COc1cc(NC(=O)c2cc([N+](=O)[O-])ccc2NC(=O)CNC2CCCCC2C)cc(OC)c1 (configuration not stated),1%,3%,-3%,-12%,14%,0.1%,0%,-4,?,9%,8%
CC(C)(C)c1ccc(C(=O)N2CCCC2)s1,0%,4%,1%,0%,-12%,3.6%,1%,2,?,1%,7%
Cn1cccc1CC(=O)N/N=C\c1ccccc1,1%,1%,9%,0%,-1%,-0.2%,-13%,-2,22%,-9%,1%
Cc1ccc(CN2C(=O)N/C(=C\c3cccn3-c3cccc(C(=O)O)c3)C2=O)cc1,?,-2%,3%,?,0%,0.5%,-2%,-40,-5%,?,0%
C=CCNC(=O)COC(=O)c1nc2nccc(C)n2n1,2%,-14%,0%,1%,-28%,0.1%,3%,4,-3%,?,8%
C/C(=N\NC(=O)c1ccc(Cn2cc(Br)cn2)o1)c1cccc(NC(=O)C(C)C)c1,2%,-2%[46.1 µM],-6%,1%,-5%,-0.7%,-4%,8,5.8µM*,?,-3%
Cc1ccc(C)c(NC(=O)NNC(=O)c2cc3occc3[nH]2)c1,3%,-21%,9%,3%,18%,-1.2%,2%,-2,13%,2%,1%
CCOc1cc2nc(-c3ccc(OC)c(OC)c3)nc(NCCCN3CCOCC3)c2cc1OC,1%,-6%,-12%,0%,1%,-0.1%,-10%,2,?,4%,0%
O=C1/C(=C/c2cccs2)SC(=S)N1CC(=O)N1CCCCC1CCO (configuration not stated),3%,4%,-3%,1%,7%,0.1%,-2%,-3,?,-6%,28%
Cc1cc(-n2nc(C)cc2C)n2nc(C)c(-c3ccc(Cl)cc3)c2n1,-1%,-8%,-2%,2%,.,0.1%,-5%,-10,?,7%,-2%
COc1ccc(CC(=O)Nc2ccc(C)cc2O)cc1S(=O)(=O)N1CCOCC1,0%,-37%,2%,0%,0%,0.1%,1%,-1,19%,4%,-4%
O=C(NCc1ccccc1F)C1CC(=O)N(c2ccc3c(c2)OCCO3)C1 (configuration not stated),1%,-3%,0%,3%,1%,-0.4%,0%,1,4%,6%,2%
CCOc1ccc(-c2ccc(NS(=O)(=O)c3cc([N+](=O)[O-])c(C)c([N+](=O)[O-])c3)cc2)nn1,1%,-5%,3%,1%,-22%,-0.3%,-6%,-18,-8%,5%,5%
O=C(/C=C/c1ccc([N+](=O)[O-])s1)N1CCCC1,-9%,-4%,17%,2%,11µM*,-0.1%,-2%,3,15µM*,9%,-9%

Gathered by group, the entries above containing a furan ring, fused or not (2)
Molecule,Tb PFK inh,TCR activator,Eya2 inh,USP2a inh,uPA generation,B2AR arrestin,PTAP TSG101 blk,TSHR antag,ELG1 DNA repair,Chronic BCR inh,Mito fusion yeast
C/C(=N\NC(=O)c1ccc(Cn2cc(Br)cn2)o1)c1cccc(NC(=O)C(C)C)c1,2%,-2%[46.1 µM],-6%,1%,-5%,-0.7%,-4%,8,5.8µM*,?,-3%
Cc1ccc(C)c(NC(=O)NNC(=O)c2cc3occc3[nH]2)c1,3%,-21%,9%,3%,18%,-1.2%,2%,-2,13%,2%,1%

Other structures
Molecule,Tb PFK inh,TCR activator,Eya2 inh,USP2a inh,uPA generation,B2AR arrestin,PTAP TSG101 blk,TSHR antag,ELG1 DNA repair,Chronic BCR inh,Mito fusion yeast
COc1ccc(Cl)cc1C(=O)NC(=S)Nc1ccccc1N1CCOCC1,1%,-1%,0%,0%,-6%,0.4%,-3%,0,4%,?,0%
CCN(CC(=O)Nc1ccc(NC(C)=O)cc1)C(=O)c1ccccc1Sc1ccccc1C#N,0%,.,-18%,1%,?,0.1%,0%,9,?,0%,-1%
Cc1cc(C)cc(N(CC(=O)N2CCc3ccccc32)S(=O)(=O)c2c(C)noc2C)c1,2%,-2%,4%,0%,4%,0.0%,-10%,-21,1%,2%,-3%
COc1cccc2c(N/N=C/c3ccccc3)cc(C)nc12,0%,1%,-2%,0%,?,-1.0%,-1%,20,-12%,-15%,-3%
O=C1CCc2cc(S(=O)(=O)NC3CCCCC3)ccc2N1,2%,-16%,9%,1%,5%,-0.1%,-5%,10,27%,0%,7%
CCCN1CNc2c(c(=O)[nH]c(=S)n2CCc2ccc(OC)c(OC)c2)C1,0%,-4%,2%,1%,-6%,-0.1%,-2%,-5,-5%,-2%,2%
CC1CCC(C(C)C)C(OCC(O)CNC(C)C)C1 (configuration not stated),-1%,2%,-3%,2%,-10%,3.6%,-4%,0,?,0%,-6%
Cn1nccc1NC(=O)CC(CC(=O)O)c1ccccc1 (configuration not stated),-1%,6%,10%,-1%,3%,-0.3%,-7%,0,11%,-15%,-4%
NC(=S)NNC(=O)COc1ccccc1O,1%,4%,8%,-11%,6%,-0.1%,-5%,-4,-4%,-1%,3%
CCSc1nnc(NC(=O)c2nc3nc(C)cc(C)n3n2)s1,2%,-13%,4%,-4%,5%,-0.1%,1%,-15,19%,?,0%
CCCN1C(=O)SC(CC(=O)Nc2ccc(C)cc2)C1=O (configuration not stated),0%,5%[46.1 µM],-2%,2%,0%,-0.1%,-1%,-1,13%,-3%,1%
CC(C)C(=O)NC(=S)Nc1ccccc1N1CCN(C(=O)c2ccccc2)CC1,3%,-1%,-4%,0%,2%,0.4%,-3%,-7,-1%,0%,6%
Cc1cccc(S(=O)(=O)Nc2cccc(-c3cn4ccsc4n3)c2)c1,0%,3%,27%,4%,2%,-0.2%,-4%,-4,?,-12%,13%
CCN(CC)CCCNC(=O)c1ccc(N2CCCCC2)c(NS(=O)(=O)c2ccc(C)cc2)c1,-1%,1%,-26%,1%,?,0.2%,-3%,0,?,-1%,-5%
O=C(NC1(C(F)(F)F)C(=O)Nc2c1c(=O)[nH]c(=O)n2-c1ccc(F)cc1)c1cccnc1 (configuration not stated),-2%,3%,0%,-1%,-1%,-0.7%,-7%,2,6%,5%,11%

Molecule,Tb PFK inh,TCR activator,Eya2 inh,USP2a inh,uPA generation,B2AR arrestin,PTAP TSG101 blk,TSHR antag,ELG1 DNA repair,Chronic BCR inh,Mito fusion yeast
c1csc(COc2ccccc2CNC2CCCCC2)c1,-3%,7%[46.1 µM],-5%,0%,-4%,-0.5%,-3%,6,-30%,-7%,1%
CC(C)Nc1nc(-c2ccncc2)nc(-c2ccc(Cl)cc2)c1C#N,-1%,1%,-6%,1%,-1%,-0.1%,0%,9,0%,5%,0%
Cn1c2c(c(=O)n(C)c1=O)C(c1ccccc1F)C(C#N)=C(N)O2 (configuration not stated),-10%,6%,-27%,0%,1%,0.2%,-3%,15,?,?,-45%[inhibitor]
COC(=O)C(Cc1ccccc1)NC(=O)CCNC(=O)c1ccco1 (configuration not stated),-1%,11%,-9%,-5%,-2%,-0.5%,-3%,14,0%,1%,-2%
O=c1[nH]nc(CNc2ccc(O)cc2)c2ccccc12,1%,7%,7%,5%,-13%,?,-6%,-2,1%,?,0%
Cc1ccc(NC(=O)CSc2nnc(-c3cccnc3)n2-c2ccc(C)cc2)cc1,0%,-10%[46.1 µM],3%,0%,8%,-0.1%,-10%,-4,?,-1%,-3%
Cc1cccc(Nc2ccccc2C(=O)OCC(=O)N(C)C2CCS(=O)(=O)C2)c1C (configuration not stated),-1%,2%,18%,-4%,21%,0.3%,-8%,12,5%,-24%,1%
CCOc1ccc(Br)cc1S(=O)(=O)Nc1cccc(S(=O)(=O)NC2=NCCC2)c1,3%,1%,3%,1%,-6%,-0.8%,0%,1,4%,-1%,-1%
Cc1cccc(NCN2C(=O)c3ccncc3C2=O)n1,-2%,-3%[46.1 µM],-4%,-1%,.,-0.8%,-5%,4,7%,4%,-1%
CC(/C=C1\SC(=S)N(CCC(=O)Nc2ccc(O)cc2)C1=O)=C\c1ccccc1,1%,1%,5%,5%,-6%,0.0%,-1%,0,-12%,?,-1%
